T cruzi growth: T. cruzi intracellular proliferation inhibitors, primary screen, cell-based, beta-gal Tulahuen parasites, NIH3T3 host, luminescence; T. cruzi beta-gal in NIH3T3, GalScreen luminescence, 90 h; inhibition, % at 8.34 µM; actives 5.9% (n = 77,000); AID 624255, 2012;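 active = mean inhibition above about 93%, with at least 55% of replicates each passing it, limit read from the data, passing the limit was not always enough; inconclusive = only one of those two conditions holds; inactive = neither condition holds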
Pf Dd2 growth: P. falciparum Dd2 growth inhibitors, primary screen, SYBR Green fluorescence, single dose replicates | 72 h; hits give low values | activity change, % at 10 µM | actives 2.3% (n = 94,000); in the data active = activity change below about -80%; inconclusive = no clear call, values can overlap the other calls
C diff growth: C. difficile growth inhibitors, primary screen, HTS. Clostridium difficile clinical isolate growth, OD600, 24 h; hits give low values. growth activity, negative = inhibition, % at 16 µg/mL (by protocol). actives 0.25% (n = 86,000). AID 1259249, 2017;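 active = mean growth activity at or below -80% and every replicate also at or below -80%; inconclusive = mean at or below -80% but some replicate above -80%; inactive = mean growth activity above -80%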;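 note: 0% = DMSO wells and -100% = levofloxacin 16 µg/mL wells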
GASC1 inh: inhibitors of GASC-1 (KDM4C) histone demethylase, primary screen, biochemical, single concentration HTS; Lysine-specific demethylase 4C (Homo sapiens), Q9H3R0; GST-KDM4C 2-372, H3K9me3 peptide, LANCE TR-FRET; inhibition, % at 12.5 µM; actives 0.15% (n = 96,000); AID 720574, 2013;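 active = mean replicate inhibition above about 25%, with at least 55% of replicates also reaching it, limit read from the data, passing the limit was not always enough; inconclusive = only one of those two conditions met; inactive = neither condition met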
Target sequence (Q9H3R0 2-372 limits assumed): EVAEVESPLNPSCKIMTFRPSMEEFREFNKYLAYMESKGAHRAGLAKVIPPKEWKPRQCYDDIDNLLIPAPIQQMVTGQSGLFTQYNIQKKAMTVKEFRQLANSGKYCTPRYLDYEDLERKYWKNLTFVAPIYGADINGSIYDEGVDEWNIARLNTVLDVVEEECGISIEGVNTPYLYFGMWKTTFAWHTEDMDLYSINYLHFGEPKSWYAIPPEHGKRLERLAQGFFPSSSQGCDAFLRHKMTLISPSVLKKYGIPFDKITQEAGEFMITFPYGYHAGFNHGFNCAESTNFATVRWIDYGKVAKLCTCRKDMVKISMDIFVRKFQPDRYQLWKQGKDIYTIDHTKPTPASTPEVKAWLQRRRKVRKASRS
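material = GST-tagged GASC-1 (JMJD2C) catalytic fragment, aa 2-372 | amount = enzyme final amount 10 nM | medium = HEPES buffer, pH 7.5, plus ascorbate | also added = H3K9me3 peptide substrate, Fe(II), 2-oxoglutarate | dosing = single dose | times = 30 min demethylation and 1 h detection at room temperature | detection = LANCE TR-FRET | read-out basis = Fall in 671/618 emission ratio as inhibition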
Numbers without * were called inactive; ? = inconclusive; nt = not tested or not shown; & = joins results of further samples.

SMILES	T cruzi growth	Pf Dd2 growth	C diff growth	GASC1 inh
C[C@@H]1CN([C@H](C)CO)C(=O)c2cc(NC(=O)Nc3ccc(C(F)(F)F)cc3)ccc2O[C@@H](C)CCCCO[C@@H]1CN(C)C(=O)NC1CCCCC1	80	-75	1	1.8
COc1ccc(S(=O)(=O)N2[C@@H]3CNC[C@H]2C3c2ccc(-c3cccc(C)c3)cc2)cc1 (stereo partly specified)	nt	3&6	41&36	-1.0&-0.7
O=C(Cc1ccccn1)N[C@H]1CC[C@H](CC(=O)N2CCCCC2)O[C@H]1CO	15	-11	2	1.3
CC(C)NC(=O)Nc1ccc2c(c1)C(=O)N([C@@H](C)CO)C[C@H](C)[C@@H](CN(C)Cc1ccc(C(F)(F)F)cc1)O2	nt	-3	-3&-5	-0.1
C[C@@H]1CCCCO[C@H](CN(C)CC2CCCCC2)[C@@H](C)CN([C@H](C)CO)C(=O)c2cc(NS(=O)(=O)c3ccccc3)ccc2O1	-42	14	20	-1.2
CN(C)C(=O)C[C@@H]1CC[C@@H]2[C@H](COC[C@@H](O)CN2C(=O)C2CC2)O1	23	1	-4	0.2
C[C@@H]1CN([C@@H](C)CO)C(=O)c2cc(NC(=O)c3ccccc3)ccc2O[C@@H](C)CCCCO[C@H]1CN(C)C(=O)Nc1ccc2c(c1)OCO2	-40	-62	3	-1.1
O=C(C[C@H]1C=C[C@H](NC(=O)c2ccccc2)[C@@H](CO)O1)Nc1ccc(-c2ccccc2)cc1	5	9	7	-1.0
O=C(C[C@@H]1C[C@H]2c3cc(NC(=O)NC4CCCCC4)ccc3O[C@H]2[C@@H](CO)O1)NCc1ccncc1	10	7	nt	-0.9
O=C(Nc1ccc(F)cc1)N[C@@H]1CC[C@H](CCNC(=O)c2ccccc2F)O[C@@H]1CO	nt	-29	-2	4.1
C[C@H]1CN([C@@H](C)CO)C(=O)c2cccc(NC(=O)c3ccncc3)c2O[C@@H]1CN(C)S(=O)(=O)c1ccccc1	57	1	0	2.3
O=C(C[C@H]1CC[C@@H]2[C@H](COC[C@@H](O)CN2C(=O)Nc2cc(Cl)cc(Cl)c2)O1)N1CCCCC1	14	0	nt	4.9
O=C(c1ccccc1F)N1CC[C@@H]2[C@H](CO)Nc3ccc(-c4cccc(F)c4)cc3[C@@H]21	68	25	-5	-0.4
C[C@H]1CN([C@@H](C)CO)C(=O)c2cc(NC(=O)c3ccncc3)ccc2O[C@@H]1CN(C)C	9	1	-2	0.7
CC(C)NC(=O)Nc1cccc2c1O[C@H](CN(C)S(=O)(=O)c1cccs1)[C@H](C)CN([C@H](C)CO)C2=O	7	26	nt	-0.9
C[C@H](C(=O)N(C)C[C@H]1OCc2ccccc2-c2c(n(C)c3ccccc23)C(=O)N([C@H](C)CO)C[C@H]1C)c1ccccc1	nt	-57	2	-1.5
C[C@@H]1CN([C@H](C)CO)C(=O)c2cc(NC(=O)Nc3cccc4ccccc34)ccc2O[C@@H](C)CCCCO[C@@H]1CN(C)Cc1ccc2c(c1)OCO2	?	-89*	nt	-2.8
O=C(NC1Cc2ccccc2C1)[C@@H]1N[C@@H]2c3cccc(=O)n3C[C@@H]2[C@H]1CO	3	nt	2	0.6
C[C@@H]1CCCCO[C@@H](CN(C)C(=O)c2ccccc2)[C@H](C)CN([C@@H](C)CO)C(=O)c2cc(NC(=O)c3ccccc3)ccc2O1	46	-9	6	-0.6
CO[C@H]1CN(C)C(=O)c2cc(NC(=O)C3CCC3)ccc2OC[C@@H](C)N(Cc2cccnc2)C[C@H]1C	91	-19	nt	-0.2
Cc1ccc(S(=O)(=O)N[C@H]2CC[C@@H](CCn3cc(C4CCCC4)nn3)O[C@@H]2CO)cc1	nt	-17	-10	0.4
COC(=O)C[C@H]1CC[C@@H]2[C@H](COC[C@@H](O)CN2S(=O)(=O)c2ccccc2OC)O1	12	nt	3&2	nt
CCCC(=O)N1CCC2(CC1)CN(S(C)(=O)=O)[C@H](CO)c1c2c2ccc(OC)cc2n1C	nt	-15	-2	0.8
CCC(=O)N(C)C[C@H]1Oc2ncc(C#Cc3ccccc3)cc2C(=O)N([C@H](C)CO)C[C@@H]1C	21	-15	-5	-2.1

Next section; the last four above are carried over.
SMILES	T cruzi growth	Pf Dd2 growth	C diff growth	GASC1 inh
Cc1ccc(S(=O)(=O)N[C@H]2CC[C@@H](CCn3cc(C4CCCC4)nn3)O[C@@H]2CO)cc1	nt	-17	-10	0.4
COC(=O)C[C@H]1CC[C@@H]2[C@H](COC[C@@H](O)CN2S(=O)(=O)c2ccccc2OC)O1	12	nt	3&2	nt
CCCC(=O)N1CCC2(CC1)CN(S(C)(=O)=O)[C@H](CO)c1c2c2ccc(OC)cc2n1C	nt	-15	-2	0.8
CCC(=O)N(C)C[C@H]1Oc2ncc(C#Cc3ccccc3)cc2C(=O)N([C@H](C)CO)C[C@@H]1C	21	-15	-5	-2.1
Cc1ccccc1-c1cnc2c(c1)C(=O)N([C@@H](C)CO)C[C@@H](C)[C@@H](CN(C)CC1CC1)O2	27	-56	11	0.0
CCCC#Cc1ccc([C@H]2[C@H]3CN(CC4CCOCC4)CCCCN3[C@H]2CO)cc1	65	-8	-1	0.7
O=C1N[C@@H](c2ccccc2)COCc2cn(nn2)CC[C@@H]1Cc1ccccc1	nt	nt	0	15
CC(C)CC#Cc1ccc2c(c1)O[C@H](CN(C)C(=O)c1ccccc1)[C@@H](C)CN([C@@H](C)CO)S2(=O)=O	122*	-59	7	-3.9
CCC(=O)Nc1ccc2c(c1)C(=O)N(C)[C@@H]1CC[C@@H](CC(=O)NCc3ccc(OC)cc3)O[C@H]1CO2	-23	11	-5	-0.7
CC(C)NC(=O)Nc1ccc2c(c1)CC(=O)N([C@H](C)CO)C[C@@H](C)[C@H](CN(C)Cc1ccc(C(=O)Nc3ccccc3N)cc1)O2	14	-12	-5	-0.7
C[C@@H]1CN([C@H](C)CO)C(=O)CCCn2nncc2CO[C@H]1CN(C)C(=O)Nc1cccc(F)c1	-23	-2	2	2.8
C[C@@H]1CN([C@@H](C)CO)C(=O)Cc2cc(NS(=O)(=O)c3cn(C)cn3)ccc2O[C@H]1CN(C)C(=O)Nc1ccc2c(c1)OCO2	-101	12	-10	1.4
CO[C@H]1CN(C)C(=O)c2ccc(NS(=O)(=O)CC(F)(F)F)cc2OC[C@@H](C)N(C(=O)NC(C)C)C[C@@H]1C	16	nt	nt	2.5
O=C(O)C[C@@H]1CC[C@H](NC(=O)CCN2CCCCC2)[C@H](CO)O1	nt	35	-9	-0.7
C[C@@H]1CN([C@H](C)CO)S(=O)(=O)c2ccc(-c3ccccc3F)cc2O[C@H]1CN(C)Cc1ccncc1	116*	-42	-19	0.2
O=C(C[C@@H]1C=C[C@H](NS(=O)(=O)c2ccc(F)cc2)[C@@H](CO)O1)N1CCN(c2ccccc2)CC1	-20	21	nt	1.7
C/C=C/c1ccc([C@@H]2[C@@H](CO)N3C(=O)CN(Cc4ccc(F)cc4)C[C@H]23)cc1	nt	-23	9	-2.7
C[C@H]1CN([C@@H](C)CO)C(=O)c2cc(C#Cc3ccccn3)cnc2O[C@H]1CN(C)C(=O)CCN1CCCCC1	34	38	-5	0.5
C[C@@H]1CN([C@H](C)CO)C(=O)c2cc(/C=C/c3ccccc3)cnc2O[C@@H]1CN(C)C(=O)Nc1ccccc1F	85	-34	-2	-0.6
CN(C)C(=O)C[C@H]1C=C[C@@H](NC(=O)NC2CCCCC2)[C@@H](CO)O1	nt	8	2	6.8
N#C[C@H]1[C@@H](c2ccc(-c3cccc(F)c3)cc2)[C@H](CO)N1C(=O)CN1CCOCC1	63	-8	9	-1.1
COc1ccc(CN(C)C[C@@H]2OCCCC[C@H](C)Oc3ccc(NC(=O)Nc4ccc5c(c4)OCO5)cc3C(=O)N([C@@H](C)CO)C[C@H]2C)cc1	80	-36	nt	0.5
C[C@H]1CN([C@@H](C)CO)C(=O)c2cccc(NC(=O)Nc3ccc(F)cc3)c2O[C@@H]1CN(C)Cc1ccc(C(=O)Nc2ccccc2N)cc1	nt	-83*	0	-0.5
CCC(=O)N1CC2(CN(C(=O)NC(C)C)C2)c2c(n(C)c3cc(OC)ccc23)[C@H]1CO	nt	-23	-2	0.8
C[C@@H]1CN([C@@H](C)CO)C(=O)Cc2cc(NC(=O)NC3CCCCC3)ccc2O[C@@H]1CN(C)Cc1ccccc1	52	-15	-2	-0.4
C[C@@H]1CCCCO[C@@H](CN(C)C(=O)Nc2ccc(F)cc2)[C@@H](C)CN([C@H](C)CO)C(=O)c2cc(NC(=O)Nc3ccc4c(c3)OCO4)ccc2O1	-23	11	0	-0.3
C[C@H]1CCCCO[C@H](CN(C)CC2CC2)[C@@H](C)CN([C@@H](C)CO)C(=O)c2cc(NC(=O)Nc3ccc(C(F)(F)F)cc3)ccc2O1	50	-85*	0	nt
C[C@@H]1CN([C@H](C)CO)C(=O)Cc2cc(NC(=O)Nc3ccc(C(F)(F)F)cc3)ccc2O[C@H]1CN(C)C(=O)Nc1cccc2ccccc12	36	-85*	6	-1.6
O=C(CC1CC1)N[C@H]1CC[C@H](CCNS(=O)(=O)c2ccc(Cl)cc2)O[C@H]1CO	45	6	-6	-0.1
O=C(C[C@H]1CC[C@@H]2NC[C@H](O)COC[C@H]2O1)NCCc1ccccc1	-5	-18	0	1.9
C[C@H](CO)N1C[C@H](C)[C@@H](CN(C)C(=O)c2ccccc2F)Oc2ncc(-c3ccncc3)cc2C1=O	86	16	33	0.1
COCC(=O)N(C)C[C@@H]1Oc2ncc(-c3ccc(C#N)cc3)cc2C(=O)N([C@H](C)CO)C[C@H]1C	nt	20	-6	-0.3
C[C@@H]1CN([C@H](C)CO)C(=O)c2cc(Br)cnc2O[C@H]1CN(C)C(=O)Cc1ccccc1	-6	34	3	-2.7
C[C@@H]1CN([C@H](C)CO)C(=O)c2cc(NS(=O)(=O)c3ccc(F)cc3)ccc2O[C@@H](C)CCCCO[C@@H]1CN(C)Cc1ccc(C(=O)O)cc1	6	2	-1	1.3
O=C(N[C@H]1CC[C@@H](CCn2cc(C3CCCC3)nn2)O[C@@H]1CO)c1cccnc1	nt	7	-4	1.3
C[C@H](CO)N1C[C@H](C)[C@@H](CN(C)Cc2ccccc2)OCc2cn(nn2)CCCC1=O	-1	18	-1	0.3
Cc1cccc(S(=O)(=O)N2C[C@@H](O)COC[C@@H]3O[C@@H](CC(=O)Nc4ccc(-c5ccccc5)cc4)CC[C@H]32)c1	72	-61	8&1	-1.0
C[C@@H]1CN([C@H](C)CO)C(=O)Cc2cc(NC(=O)Cc3cn(C)c4ccccc34)ccc2O[C@@H]1CN(C)C(=O)Nc1ccc(F)cc1	11	-10	-8	-1.2
CN(C)C(=O)c1ccc(-c2ccc([C@@H]3[C@@H](CO)N4C(=O)CN(C(=O)CC5CC5)C[C@H]34)cc2)cc1	nt	-11	7	6.7
COCC(=O)N1CC(=O)N2[C@@H](CO)[C@H](c3ccc(-c4ccncc4)cc3)[C@@H]2C1	nt	25	3	0.6

An excerpt from above with just C diff growth and T cruzi growth:
compound	C diff growth	T cruzi growth
C[C@@H]1CN([C@H](C)CO)C(=O)c2cc(NC(=O)Nc3ccc(C(F)(F)F)cc3)ccc2O[C@@H](C)CCCCO[C@@H]1CN(C)C(=O)NC1CCCCC1	1	80
COc1ccc(S(=O)(=O)N2[C@@H]3CNC[C@H]2C3c2ccc(-c3cccc(C)c3)cc2)cc1 (stereo partly specified)	41&36	nt

More records.
SMILES	T cruzi growth	Pf Dd2 growth	C diff growth	GASC1 inh
C[C@H]1CN([C@@H](C)CO)C(=O)c2cc(-c3ccc(F)cc3)cnc2O[C@@H]1CN(C)Cc1ccccn1	-17	0	-1	6.0
C[C@@H]1CN([C@H](C)CO)S(=O)(=O)c2ccc(-c3ccc(C(=O)N(C)C)cc3)cc2O[C@@H]1CN(C)C(=O)C1CC1	37	-19	nt	1.2
C[C@H](CO)N1C[C@H](C)[C@@H](CN(C)C(=O)Cc2ccccc2)Oc2cc(C#Cc3ccccc3F)ccc2S1(=O)=O	124*	?	34	-4.1
COc1ccccc1-c1ccc([C@@H]2[C@@H](CO)N3CCCCN(S(=O)(=O)c4cn(C)cn4)C[C@H]23)cc1	42	-17	1	1.2
C[C@@H]1CN([C@H](C)CO)C(=O)Cc2cc(NC(=O)Cn3cnnn3)ccc2O[C@@H]1CN(C)Cc1ccc(-c2ccccc2)cc1	34	9	-3	3.2
O=C(Nc1ccccc1)[C@@H]1[C@@H](CO)[C@@H]2Cn3c(ccc(C4=CCCCC4)c3=O)[C@@H]2N1Cc1ccccn1	nt	9	-4	9.8
CN1C(=O)c2cc(NC(=O)C3CCCCC3)ccc2OC[C@H]2O[C@@H](CC(=O)NC3CCCC3)CC[C@@H]21	6	-1	-3	-2.5

Screening results as filed in PubChem.
